UTI89 phage lysis = inhibition of K1F phage lysis, E. coli UTI89, bacterial capsule biogenesis inhibitors, alamar blue (AID 488966); E. coli UTI89 K1F phage lysis, alamar blue, 2 h; higher % means a stronger effect; inhibition, % at 100 µM, or IC50 in µM where a hit was titrated; 340,000 compounds, 0.02% hits;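 active = phage lysis inhibition, versus mean bacterial control, above a set limit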;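 also: capsule biogenesis inhibitors block K1F phage lysis so surviving cells raise fluorescence; higher fluorescence means more inhibition of phage lysis; actives were called in the ten point dose series up to 300 µM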
Dengue-2 NS5 capping = Dengue-2 NS5 methyltransferase inhibitors, primary screen, biochemical, confirmation dose response (AID 588689); Genome polyprotein (Dengue virus type 2 (strain 16681-PDK53)); Dengue-2 NS5 methyltransferase capping enzyme assay, biochemical; higher % means a stronger effect; one-dose inhibition, % at 25 µM; IC50 in µM for titrated hits; 340,000 compounds, 0.3% hits; in the data active = a potency from the dose series
MgcRacGAP inhibition = MgcRacGAP GTPase-activating activity inhibitors, confirmation, biochemical, ADP Hunter fluorescence. 340,000 compounds, 0.6% hits. Rac GTPase-activating protein 1 (Homo sapiens). inhibition, % at 30 µM, or IC50 in µM where a hit was titrated. MgcRacGAP-stimulated Rac1 GTP hydrolysis, ADP Hunter fluorescence; higher % means a stronger effect; GST-tagged Rac1 F28L mutant substrate;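 active = first-screen hits whose inhibition reached a set limit at any dose in the follow-up dose series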;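 also: fluorescence reports GDP produced by GAP-driven GTP hydrolysis; strong numbers were not always called active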
Dengue-2 NS5 capping pilot replicate = further read-out of Dengue-2 NS5 capping, marked with its call; inhibition, %; measured here: pilot screen replicate inhibition
* hit, by the source's call; i = inactive; [ ] = dose if it differs, or a comment. Some of the compounds tested (hit frequency here may not be typical).

SMILES	UTI89 phage lysis	Dengue-2 NS5 capping	MgcRacGAP inhibition	others
Cc1ccc(NC(=O)C2CC(=O)N(c3ccccc3Cl)C2)cc1S(=O)(=O)N1CCOCC1 (stereo unspecified)	0.3%[50 µM]	-8%	2%
O=C1/C(=C/c2ccccc2)CN(C(=O)CCN2CCOCC2)C/C1=C\c1ccccc1	-5.8%	27%	28%
NC(=S)NN=CCn1cc([N+](=O)[O-])c(=O)[nH]c1=O	-1.9%	2%	8%
O=C(/C=C/c1ccccc1[N+](=O)[O-])Nc1cc(S(=O)(=O)N2CCOCC2)ccc1N1CCOCC1	0.5%[50 µM]	-3%	4%
O=C(O)CCC1(C(=O)O)CCC(=O)c2ccccc21 (stereo unspecified)	0.1%	-1%	7%
CC(C)(C)OC(=O)N1CCC(C(=O)Nc2ccc(C(=O)NCCc3ccccc3)cc2)CC1	0.2%	-10%	-2%
CC[C@H](C)[C@H]1CNC(=S)N1CC1CCN(CCC23CC4CC(CC(C4)C2)C3)CC1	0.0%	-2%	10%	Dengue-2 NS5 capping pilot replicate=0.6
COc1ccc(C2(CO)OC(CO)C(O)C2O)cc1 (stereo unspecified)	-1.4%	-12%	5%
NC(=S)N=Nc1c(O)[nH]c2c(Cl)cc(Cl)cc12	-1.1%	0%	4%
CCCN(CC(=O)Nc1ccccc1OC)C(=O)Cn1c(=O)oc2ccccc21	-0.5%	-1%	3%

Quoted from the listing for reference:
SMILES	UTI89 phage lysis	Dengue-2 NS5 capping	MgcRacGAP inhibition	others
CC[C@H](C)[C@H]1CNC(=S)N1CC1CCN(CCC23CC4CC(CC(C4)C2)C3)CC1	0.0%	-2%	10%	Dengue-2 NS5 capping pilot replicate=0.6
COc1ccc(C2(CO)OC(CO)C(O)C2O)cc1 (stereo unspecified)	-1.4%	-12%	5%
NC(=S)N=Nc1c(O)[nH]c2c(Cl)cc(Cl)cc12	-1.1%	0%	4%
CCCN(CC(=O)Nc1ccccc1OC)C(=O)Cn1c(=O)oc2ccccc21	-0.5%	-1%	3%

(continued)
SMILES	UTI89 phage lysis	Dengue-2 NS5 capping	MgcRacGAP inhibition	others
CC(=N)c1c(O)cc(C)oc1=O	1.9%	3%	7%
CC[C@]12C(=O)N(C)C[C@H]([C@@H]3C(=O)N(C)C(=O)[C@@H]31)N2C(=O)c1ccc(C)cc1	1.0%	0%	11%
Oc1ccc2ccccc2c1C=NNc1ccccn1	-4.8%	-2%	-1%
COc1ccc(C2CC(=O)c3cc(OC)ccc3O2)cc1 (stereo unspecified)	-2.7%	-2%	-1%
Cc1cn(CC(=O)NCC2CCCO2)c(=O)[nH]c1=O (stereo unspecified)	1.9%	-2%	5%
O=C1c2ccc(-c3nc4ccccc4o3)cc2C(=O)N1Cc1ccccc1	0.1%	7%	6%
COc1ccc2c(C)cc(=O)oc2c1	-2.6%	0%	2%
C#CCOCCOCCOCCNc1nc(N2CCN(C(=O)Cn3cc(CCO)nn3)CC2)nc(N2CCN(C(=O)[C@H](CCCCN)n3cc(CCCC)nn3)CC2)n1	0.0%	-11%	3%
O=C1NC(=S)SC1=Cc1ccc(Cl)cc1	-2.7%	10%	8%
COc1ccc(NC(=O)CN(C)C(=O)c2cccc(S(=O)(=O)N3CCN(c4ccc(F)cc4)CC3)c2)cc1	1.5%[50 µM]	1%	10%
O=C1NC(=O)C(CSc2ccccc2)(c2ccccc2)N1 (stereo unspecified)	1.9%	-3%	3%
C=C1CC(Cn2cc(Br)c(=O)[nH]c2=O)(c2ccc(-c3ccccc3)cc2)OC1=O (stereo unspecified)	-4.9%	3%	7%
CCN1C[C@@H]2[C@@H]3C(=O)N(C)C(=O)[C@@H]3[C@](C)(C1=O)N2C(=O)c1ccc(F)cc1	1.4%	3%	1%
NC(=O)c1ccc(=O)n(C2OC(CO)C(O)C2O)c1 (stereo unspecified)	0.0%	4%	3%
CCOC(=O)C1(NC(=O)C2(NC(=O)CN3C(=O)c4ccccc4C3=O)CCCC2)CCCC1	-1.9%	2%	-2%
O=C(OCc1ccccc1)N1C=CC2CC1c1c(Cl)cccc12 (stereo unspecified)	0.0%	-6%	-1%	Dengue-2 NS5 capping pilot replicate=-1.2
COc1ccc(C2c3cc(OC)c(OC)cc3CC3C(=O)OCC32)cc1OC (stereo unspecified)	0.2%	-4%	3%
O=C(O)C(C=C(Cl)Cl)N1CCOCC1 (stereo unspecified)	0.9%	-7%	2%
O=C(C1CCCCC1)N1CCC2CC1c1cc(Cl)ccc12 (stereo unspecified)	0.1%	3%	5%
O=S(=O)(CCc1ccccc1)CS(=O)(=O)CCc1ccccc1	4.3%	-9%	-9%
C#CCOCCOCCOCCNc1nc(N2CCN(C(=O)[C@H](C(C)C)n3cc(CCO)nn3)CC2)nc(N2CCN(C(=O)[C@H](Cc3ccc(O)cc3)n3cc(CCO)nn3)CC2)n1	0.8%	-8%	5%
Clc1ccc2c(SCC3CO3)c3ccccc3nc2c1 (stereo unspecified)	1.2%	4%	8%
Nc1ncc2[nH]c(N)nc2n1	-4.0%	-9%	6%
CCCCCCCCCCCC1N=C(N)NC(CCCO)=C1C(=O)OC (stereo unspecified)	-11%	-2%	11%
COc1ccc(Cl)cc1NC(=O)c1cccc([N+](=O)[O-])c1O	-1.2%	10%	11%
CC1(C)N=C(N)NC(Nc2ccc(Cl)cc2)=N1	2.9%	-12%	2%
O=C(NCCCCc1ccccc1)c1cccc(NC(=O)C2CCCC2)c1	-0.1%	1%	8%	Dengue-2 NS5 capping pilot replicate=2.1
COc1ccc(/C=C2/CCCC(CN(C)C)C2=O)cc1 (stereo unspecified)	-7.3%	-3%	-1%
CCN1C[C@@H]2[C@@H]3C(=O)N(Cc4ccccc4)C(=O)[C@@H]3[C@](CC)(C(=O)OC)N2C1=NCc1ccccc1	0.1%	-1%	4%	Dengue-2 NS5 capping pilot replicate=-0.3
Oc1c(C(c2ccccc2)N2CCOCC2)ccc2ccccc12 (stereo unspecified)	-1.3%	12%	9%
CC(=NNC(=O)CSCC(=O)NN=C(C)c1ccccc1)c1ccccc1	3.0%	-2%	0%
NC(=O)c1nccc2ccccc12	1.4%	6%	2%
Cn1c(=O)c2[nH]c(C3CC4CCC3C4)nc2n(C)c1=O (stereo unspecified)	1.9%	3%	6%
CN(CC(=O)Nc1cccc(F)c1)CC(=O)Nc1cccc(S(=O)(=O)N(C)c2ccccc2)c1	-1.1%[50 µM]	-8%	20%
N#CC1(C(N)=O)OC12CCS(=O)(=O)c1ccccc12 (stereo unspecified)	1.4%	3%	5%
O=C1c2ccccc2C(=O)N1OCCCN1C(=O)c2ccccc2S1(=O)=O	-0.2%	3%	4%
CCN(CC(=O)Nc1ccc(NC(C)=O)cc1)C(=O)c1c(C)nn(Cc2ccc(C)cc2)c1Cl	0.6%	1%	4%
CCCN(CC(=O)Nc1ccccc1OC)C(=O)CNC(=O)c1ccc(C)s1	1.0%[50 µM]	-10%	4%
CCC(=O)N1CCc2cc(Br)c(S(=O)(=O)NCCN3CCCCC3CC)cc21 (stereo unspecified)	i	8%	2%
CC1(C)SC2C(NC(=O)C3(N)CCCCC3)C(=O)N2C1C(=O)O (stereo unspecified)	i	10%	5%
O=C1CCC[C@@H]2C[C@@]3(C[C@@H]4CCN1[C@H]24)Nc1cc(Cl)c(Cl)cc1NC3=NCc1ccccc1	-0.3%	0%	2%
COc1cccc(C(=O)Nc2cc(S(=O)(=O)N3CCOCC3)ccc2N2CCOCC2)c1	-0.1%	-4%	4%
OC(CCN1CC2CCC(CC2)C1)(Cc1ccccc1)c1ccco1 (stereo unspecified)	-0.5%	-7%	15%
Cc1nc2c(nc1C)C(=O)c1ccccc1C2=O	-3.8%	-1%	3%
CC(=O)NC12CC3CC(C1)CC(C(=O)Nc1cccc(S(=O)(=O)N4CCCCCC4)c1)(C3)C2	0.5%[50 µM]	-9%	7%
COc1cc(C2c3cc4c(cc3OC(NNC(N)=S)C2C)OCO4)cc(OC)c1OC (stereo unspecified)	-2.1%	-8%	9%
Nc1nc(=S)c2ncn(C3CCCCC3)c2[nH]1	0.1%	0%	6%
CCN1C[C@@H]2[C@@H]3C(=O)N(Cc4ccccc4)C(=O)[C@@H]3[C@](C)(C1=O)N2C(=O)c1ccccc1	1.0%	-8%	7%
Cc1cccc(NS(=O)(=O)c2cccc(C(=O)NCC(c3ccc(F)cc3)N3CCOCC3)c2)c1 (stereo unspecified)	0.1%[50 µM]	-5%	8%
Cc1ccc(CCNc2ncnc(Cl)c2N)cc1	-2.8%	5%	6%

Grouped by structure, those above with bromine.
SMILES	UTI89 phage lysis	Dengue-2 NS5 capping	MgcRacGAP inhibition	others
C=C1CC(Cn2cc(Br)c(=O)[nH]c2=O)(c2ccc(-c3ccccc3)cc2)OC1=O (stereo unspecified)	-4.9%	3%	7%
CCC(=O)N1CCc2cc(Br)c(S(=O)(=O)NCCN3CCCCC3CC)cc21 (stereo unspecified)	i	8%	2%

The list goes on.
SMILES	UTI89 phage lysis	Dengue-2 NS5 capping	MgcRacGAP inhibition	others
O=C1NC[C@H](Cc2ccccc2)N(C[C@H]2CCCN2C[C@H](Cc2ccc(O)cc2)N2C[C@H](Cc3ccc(O)cc3)N(CC3CCCCCC3)C(=O)C2=O)C1=O	0.2%	-4%	8%	Dengue-2 NS5 capping pilot replicate=1.2
Fc1ccc(-c2ccc3c(c2)C2CC3CCN2)cc1 (stereo unspecified)	-0.3%	-5%	8%	Dengue-2 NS5 capping pilot replicate=0.6
CCCCSc1n[nH]c(=S)c2nc[nH]c12	-2.1%	-11%	5%
Nc1c(Br)cc(Br)c2c1C(=O)c1c(cccc1S(=O)(=O)O)C2=O	-1.8%	96µM*	8%
CSc1nnnc2ccccc12	12%	-2%	0%
OCC1(CO)CC2(C1)CC(CO)(CO)C2	0.6%	2%	2%
CCOc1ccc(NC(=O)CN(C)C(=O)C2CCN(C(=O)Nc3ccccc3)CC2)cc1OCC	-0.2%[50 µM]	4%	-1%
c1ccc2n[nH]nc2c1	-2.7%	5%	1%
O=C(O)c1cccc2c1C(=O)N(c1ccc3c(c1)Cc1ccccc1-3)C2=O	0.0%	6%	-2%
O=C(CNC(=O)c1ccccc1)OCN1C(=O)c2ccccc2C1=O	1.2%[50 µM]	1%	0%

The closing 4 entries of the section above are carried over, then new ones follow.
SMILES	UTI89 phage lysis	Dengue-2 NS5 capping	MgcRacGAP inhibition	others
CCOc1ccc(NC(=O)CN(C)C(=O)C2CCN(C(=O)Nc3ccccc3)CC2)cc1OCC	-0.2%[50 µM]	4%	-1%
c1ccc2n[nH]nc2c1	-2.7%	5%	1%
O=C(O)c1cccc2c1C(=O)N(c1ccc3c(c1)Cc1ccccc1-3)C2=O	0.0%	6%	-2%
O=C(CNC(=O)c1ccccc1)OCN1C(=O)c2ccccc2C1=O	1.2%[50 µM]	1%	0%
S=C(Nc1ccccc1)N1CCN(c2ccccc2)CC1	5.1%	4%	3%
O=C1c2ccccc2C(=O)N1C1(C(=O)NC2(C(=O)O)CCCC2)CCCC1	-0.7%	6%	5%
O=C(O)c1ccccc1C=NN1CCCCCC1	3.6%	5%	-3%
C[C@@H]1ON(C)[C@H]2C[C@H]3c4cc(N5CCOCC5)ccc4CCN3C(=O)[C@@H]12	0.1%	-3%	6%	Dengue-2 NS5 capping pilot replicate=-5.1

High-throughput results from PubChem BioAssay.
